proCasp3 act = procaspase-3 (human) activation; P42574; recombinant procaspase-3 D3A, Ac-DEVD-pNA absorbance 405 nm; activation, % at 8.5 µM; 0.11% of 330,000 active;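 active means activation above the mean of all tested compounds plus 3 SD, cut at about 21% in these data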;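 further: 0% = DMSO alone and 100% = DMSO wells spiked with extra 5 µM PC-3 D3A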
Target sequence (P42574 whole entry D9A/D28A/D175A): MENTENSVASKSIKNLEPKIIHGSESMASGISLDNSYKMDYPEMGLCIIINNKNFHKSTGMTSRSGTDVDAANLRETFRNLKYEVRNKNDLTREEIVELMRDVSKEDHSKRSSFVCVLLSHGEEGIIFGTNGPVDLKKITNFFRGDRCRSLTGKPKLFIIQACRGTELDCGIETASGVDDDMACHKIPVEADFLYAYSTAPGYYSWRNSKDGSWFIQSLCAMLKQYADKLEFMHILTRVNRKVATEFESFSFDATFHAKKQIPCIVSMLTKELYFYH
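Test system: Procaspase-3 D3A mutant; medium: Zinc-free HEPES/NaCl buffer with 0.01% Triton X-100 at pH 7.4; reagent: DEVD-pNA substrate; doses: one concentration, 8.5 µM nominal, 0.8% DMSO; times: 1 h preincubation plus 2 h reaction at 25 °C; signal: Epi-absorbance at 405 nm of released p-nitroaniline, 0 and 120 min; replicates: singlicate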
procasp7 counter = counter-screen: procaspase-7 (human) activation; 0.093% of 330,000 active; activation, % at 8.5 µM; P55210; AID 463210; recombinant procaspase-7, Ac-DEVD-pNA absorbance 405 nm; D23A/D198A/D206A triple mutant, cannot self-cleave; scale: DMSO 0, 5 µM enzyme 100;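 active means percent activation above the screen-wide mean plus 3 SD, cut at about 25% in these data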
Target sequence (P55210 whole entry D23A/D198A/D206A): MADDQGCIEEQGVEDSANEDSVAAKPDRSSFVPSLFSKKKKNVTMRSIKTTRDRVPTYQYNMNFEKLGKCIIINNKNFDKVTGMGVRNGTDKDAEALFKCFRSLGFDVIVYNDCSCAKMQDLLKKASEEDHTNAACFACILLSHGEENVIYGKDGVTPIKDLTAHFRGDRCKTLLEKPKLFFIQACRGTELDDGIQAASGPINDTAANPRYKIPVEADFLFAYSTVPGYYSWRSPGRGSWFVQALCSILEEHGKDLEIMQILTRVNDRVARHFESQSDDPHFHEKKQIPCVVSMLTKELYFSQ
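Detection: p-Nitroaniline absorbance at 405 nm, read at 0 and 120 min; system: Uncleavable procaspase-7 mutant enzyme; evaluation: % activation from two-timepoint absorbance difference, scaled to controls; times: 1 h enzyme–compound preincubation and 2 h substrate reaction, both 25 °C; buffer or medium: Zinc-free HEPES pH 7.4 with 300 mM NaCl, 0.01% Triton X-100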
JMJD2C inh = inhibitors of human GASC-1 (JMJD2C) demethylase; 0.069% of 330,000 active; inhibition, % at 2.35 µM; Q9H3R0; GST-JMJD2C(1-420) H3K9me3 demethylation, DELFIA europium; AID 2099;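 active means more than half of a compound's replicate wells show inhibition beyond 50%, single wells judged on their own value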;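 further: signal counts dimethyl H3K9 product captured on neutravidin plate; 0% = median of DMSO wells and 100% = 0.3 times that DMSO median; strong numbers were not always called active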
Target sequence (Q9H3R0 1-420 limits assumed): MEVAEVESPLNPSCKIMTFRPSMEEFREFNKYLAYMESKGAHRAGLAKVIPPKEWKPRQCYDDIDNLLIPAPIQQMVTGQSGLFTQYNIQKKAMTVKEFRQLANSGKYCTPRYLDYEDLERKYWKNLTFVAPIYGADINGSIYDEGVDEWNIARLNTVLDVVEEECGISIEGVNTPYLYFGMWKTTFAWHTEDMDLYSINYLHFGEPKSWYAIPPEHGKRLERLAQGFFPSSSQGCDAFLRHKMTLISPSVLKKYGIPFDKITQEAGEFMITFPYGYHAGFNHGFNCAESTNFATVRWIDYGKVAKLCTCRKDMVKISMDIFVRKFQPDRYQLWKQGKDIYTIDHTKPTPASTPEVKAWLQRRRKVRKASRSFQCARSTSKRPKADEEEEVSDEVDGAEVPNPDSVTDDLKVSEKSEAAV
AHR act = human AHR activation | 2.5% of 320,000 active | P35869 | AHR-responsive luciferase reporter cells, luminescence | activation, % at 5 µM; in the data active means activation above about 47%;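 further: 0% = vehicle wells and 100% = reference agonist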
MEP2-GFP yeast = alters MEP2-GFP fluorescence in TOR pathway yeast screen; S. cerevisiae MEP2-GFP strain, flow cytometry GFP, 3 h; 100% = DMSO control level; GFP response vs DMSO, % at 10 µM; 0.51% of 330,000 active; AID 2016;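 active means GFP response versus DMSO above a set limit, roughly screen mean plus 3 SD, cut at about 180% in these data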;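 further: median GFP fluorescence of the barcode-gated MEP2-GFP cells per well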
RPL19A-GFP yeast = modulators of TOR pathway RPL19A-GFP in S. cerevisiae; percent response vs DMSO, % at 10 µM; 0.3% of 330,000 active; S. cerevisiae RPL19A-GFP strain, flow cytometry, 3 h; stronger effect = lower value; AID 2025;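 active means percent response vs DMSO below 50%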;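 further: median channel GFP fluorescence of the barcoded RPL19A-GFP strain; ratio of sample median GFP to plate DMSO average so 100% = DMSO; lower means less RPL19A-GFP as with rapamycin TOR inhibition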
LAP4 TOR yeast = alters LAP4-GFP fluorescence in TOR pathway yeast screen. AID 2023. GFP response vs DMSO, % at 10 µM. S. cerevisiae LAP4-GFP multiplex, flow cytometry GFP, 3 h; median GFP as percent of DMSO wells. 0.34% of 320,000 active;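 active means GFP response vs DMSO above a set limit, about the screen mean plus 3 SD, cut at about 150% in these data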
CR mimetic SO = caloric restriction mimetics inhibiting age-related superoxide in yeast; S. cerevisiae aged cells, superoxide DHE fluorescence; stronger effect = lower value; superoxide response (% of plate mean), % at 10 µM; 0.18% of 330,000 active;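 active means superoxide response under a set limit, about three screen SD below normal, cut at about 65% in these data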;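 further: yeast aged for seven days with compound at 30 °C before DHE staining; 100% = average MFI of all compound-treated wells on the plate with controls excluded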
Numbers without * were called inactive; & = joins results of further samples.

How did O=C(OCn1ncc(Br)c(Br)c1=O)c1c(F)cccc1F do in these assays?
proCasp3 act: -3; procasp7 counter: -1; JMJD2C inh: 4; AHR act: 14; MEP2-GFP yeast: 85; RPL19A-GFP yeast: 87; LAP4 TOR yeast: 227*; CR mimetic SO: 92

How did O=C(Nc1cc(Cl)ccc1O)c1cc2n(n1)C(C(F)(F)F)CC(c1ccc3c(c1)OCO3)N2 (stereo unspecified) do in these assays?
proCasp3 act: -1; procasp7 counter: 1; JMJD2C inh: -6&12; AHR act: 2; MEP2-GFP yeast: 96; RPL19A-GFP yeast: 99; LAP4 TOR yeast: 95; CR mimetic SO: 97

Results for O=C1COc2ccc(C(=O)COC(=O)c3ncc(Cl)c(Cl)c3Cl)cc2N1 ?
proCasp3 act: 4; procasp7 counter: 6; JMJD2C inh: -10; AHR act: 14; MEP2-GFP yeast: 97; RPL19A-GFP yeast: 98; LAP4 TOR yeast: 104; CR mimetic SO: 87

How did CCn1c(SC)nnc1-c1sc2cc(Cl)ccc2c1Cl do in these assays?
proCasp3 act: 2; procasp7 counter: 5; JMJD2C inh: 6; AHR act: -5; MEP2-GFP yeast: 91; RPL19A-GFP yeast: 85; LAP4 TOR yeast: 92; CR mimetic SO: 120

Results for FC(F)(F)c1cc(-c2ccco2)nc(NCc2ccc(Cl)cc2)n1 ?
proCasp3 act: -1; procasp7 counter: 7; JMJD2C inh: 9; AHR act: 0; MEP2-GFP yeast: 97; RPL19A-GFP yeast: 94; CR mimetic SO: 106

How did CCCCOc1ccc(C(=O)OCC(=O)c2c(N)n(C)c(=O)n(C)c2=O)cc1 do in these assays?
proCasp3 act: 11; procasp7 counter: 4; JMJD2C inh: 17; AHR act: 0; MEP2-GFP yeast: 100; RPL19A-GFP yeast: 96; LAP4 TOR yeast: 97; CR mimetic SO: 95

How did CCOc1ccccc1OCC(=O)OCC(=O)c1c(N)n(CC(C)C)c(=O)n(C)c1=O do in these assays?
proCasp3 act: 14; procasp7 counter: 0; JMJD2C inh: -2; AHR act: 0; MEP2-GFP yeast: 106; RPL19A-GFP yeast: 106; LAP4 TOR yeast: 111; CR mimetic SO: 101

Results for O=C1OC(c2ccccc2)/C(=C(/O)c2ccc(Cl)cc2)C1=O (stereo unspecified) ?
proCasp3 act: -9; procasp7 counter: 16; JMJD2C inh: 15; AHR act: -8; MEP2-GFP yeast: 112; RPL19A-GFP yeast: 101; LAP4 TOR yeast: 91; CR mimetic SO: 86

What do the screens show for `Cc1ccc(C(=O)N2CCN(S(=O)(=O)N3CCCCC3)CC2)cc1`?
proCasp3 act: 10; procasp7 counter: 11; JMJD2C inh: 8; AHR act: 0; MEP2-GFP yeast: 76; RPL19A-GFP yeast: 89; LAP4 TOR yeast: 76; CR mimetic SO: 99

Results for Cn1c(=O)c(C(=O)NNC(=O)c2cccc(Cl)c2)c(O)c2ccccc21 ?
proCasp3 act: 3; procasp7 counter: -5; JMJD2C inh: -21; AHR act: 23; MEP2-GFP yeast: 93; RPL19A-GFP yeast: 109; LAP4 TOR yeast: 88; CR mimetic SO: 81

Results for CC1CCCN(CCC(=O)Nc2ccc3c(c2)CCC3)C1 (stereo unspecified) ?
proCasp3 act: -14; procasp7 counter: 10; JMJD2C inh: inactive; AHR act: 31; MEP2-GFP yeast: 102; RPL19A-GFP yeast: 104; LAP4 TOR yeast: 102; CR mimetic SO: 94

What do the screens show for `CCN(CC(=O)NCc1cccs1)S(=O)(=O)c1cc(NC(C)=O)ccc1OC`?
proCasp3 act: -1; procasp7 counter: -5; JMJD2C inh: -7; AHR act: 1; MEP2-GFP yeast: 93; RPL19A-GFP yeast: 92; LAP4 TOR yeast: 92; CR mimetic SO: 102

How did CCN(CC)CCNC(=O)c1ccc2c(c1)NC(=O)c1ccccc1S2 do in these assays?
JMJD2C inh: -3; MEP2-GFP yeast: 109; RPL19A-GFP yeast: 106; LAP4 TOR yeast: 93; CR mimetic SO: 94

How did COc1ccc(-c2c(C(F)(F)F)nn(C)c2NC(=O)CSCC(=O)O)cc1 do in these assays?
proCasp3 act: -5; procasp7 counter: 6; JMJD2C inh: 5; AHR act: -4; MEP2-GFP yeast: 100; RPL19A-GFP yeast: 100; LAP4 TOR yeast: 108; CR mimetic SO: 99

What do the screens show for `Cc1cc(C)nc(SCC(=O)NN=Cc2ccc(C)o2)n1`?
proCasp3 act: 6; procasp7 counter: 0; AHR act: 22; MEP2-GFP yeast: 98; RPL19A-GFP yeast: 98; LAP4 TOR yeast: 91; CR mimetic SO: 110

An excerpt from above in order of SMILES length, smallest number first.
Results for O=C1OC(c2ccccc2)/C(=C(/O)c2ccc(Cl)cc2)C1=O (stereo unspecified) ?
proCasp3 act: -9; procasp7 counter: 16; JMJD2C inh: 15; AHR act: -8; MEP2-GFP yeast: 112; RPL19A-GFP yeast: 101; LAP4 TOR yeast: 91; CR mimetic SO: 86

What do the screens show for `Cc1ccc(C(=O)N2CCN(S(=O)(=O)N3CCCCC3)CC2)cc1`?
proCasp3 act: 10; procasp7 counter: 11; JMJD2C inh: 8; AHR act: 0; MEP2-GFP yeast: 76; RPL19A-GFP yeast: 89; LAP4 TOR yeast: 76; CR mimetic SO: 99

How did COc1ccc(-c2c(C(F)(F)F)nn(C)c2NC(=O)CSCC(=O)O)cc1 do in these assays?
proCasp3 act: -5; procasp7 counter: 6; JMJD2C inh: 5; AHR act: -4; MEP2-GFP yeast: 100; RPL19A-GFP yeast: 100; LAP4 TOR yeast: 108; CR mimetic SO: 99

Next results follow.
Results for COc1cc(C(=O)Nc2cccc(-c3nnc(-c4ccco4)o3)c2)ccc1OC(C)=O ?
proCasp3 act: -11; procasp7 counter: 9; JMJD2C inh: 4; AHR act: -1; MEP2-GFP yeast: 136; RPL19A-GFP yeast: 93; LAP4 TOR yeast: 119; CR mimetic SO: 94

Results for COc1ccccc1C(=O)NC(=O)COC(=O)c1cccc(OC(F)F)c1 ?
proCasp3 act: 13; procasp7 counter: 1; JMJD2C inh: -7; AHR act: 1; MEP2-GFP yeast: 101; RPL19A-GFP yeast: 98; LAP4 TOR yeast: 116; CR mimetic SO: 116

How did O=C(NCc1cccnc1)c1cccc(S(=O)(=O)N2CCCC2)c1 do in these assays?
proCasp3 act: 0; procasp7 counter: 6; JMJD2C inh: -5; AHR act: 1; MEP2-GFP yeast: 107; RPL19A-GFP yeast: 100; LAP4 TOR yeast: 94; CR mimetic SO: 104

What do the screens show for `Cc1nnsc1C(=O)N1CCN(c2ccc(C#N)cn2)CC1`?
proCasp3 act: 1; procasp7 counter: 0; JMJD2C inh: 4; AHR act: -1; MEP2-GFP yeast: 88; RPL19A-GFP yeast: 95; LAP4 TOR yeast: 96; CR mimetic SO: 100

Results for N#Cc1cccn1-c1nccs1 ?
proCasp3 act: 2; procasp7 counter: 2; JMJD2C inh: -9; AHR act: 3; MEP2-GFP yeast: 108; RPL19A-GFP yeast: 102; LAP4 TOR yeast: 96; CR mimetic SO: 102

How did O=C(O)CCC(=O)Nc1ccc2c(c1)Cc1cc(NC(=O)CCC(=O)O)ccc1-2 do in these assays?
proCasp3 act: 8; procasp7 counter: -5; JMJD2C inh: -19; AHR act: 1; MEP2-GFP yeast: 110; RPL19A-GFP yeast: 106; LAP4 TOR yeast: 94; CR mimetic SO: 94

What do the screens show for `Cc1cccc(C)c1OCC(=O)N1CCc2ccccc2C1`?
proCasp3 act: 1; procasp7 counter: 1; JMJD2C inh: 8; AHR act: -8; MEP2-GFP yeast: 98; RPL19A-GFP yeast: 102; LAP4 TOR yeast: 98; CR mimetic SO: 93

How did N#CCCN(C(=O)COC(=O)c1nc(Cl)ccc1Cl)c1ccccc1 do in these assays?
proCasp3 act: 4; procasp7 counter: -3; JMJD2C inh: 7; AHR act: 0; MEP2-GFP yeast: 108; RPL19A-GFP yeast: 103; LAP4 TOR yeast: 110; CR mimetic SO: 102

What do the screens show for `CC(=O)Nc1ccc(S(=O)(=O)N2CCSCC2)cc1`?
proCasp3 act: -5; procasp7 counter: 4; JMJD2C inh: -4; AHR act: 0; MEP2-GFP yeast: 98; RPL19A-GFP yeast: 98; LAP4 TOR yeast: 94; CR mimetic SO: 77

How did CC(C)(C)NC(=O)CN1CCN(C(=O)CCl)CC1 do in these assays?
proCasp3 act: -1; procasp7 counter: 11; AHR act: -1; MEP2-GFP yeast: 99; RPL19A-GFP yeast: 99; LAP4 TOR yeast: 103; CR mimetic SO: 106

What do the screens show for `Cc1cccc(NS(=O)(=O)c2ccc(C(=O)NCCCN3CCCC3=O)cc2)c1C`?
proCasp3 act: -1; procasp7 counter: 7; JMJD2C inh: -6; AHR act: -1; MEP2-GFP yeast: 97; RPL19A-GFP yeast: 98; LAP4 TOR yeast: 110; CR mimetic SO: 113

Results for Cc1cccc(NC(=O)c2cc(NC(=O)C3CCCCC3C(=O)O)ccc2N2CCCCC2)c1 (stereo unspecified) ?
proCasp3 act: -4; procasp7 counter: -1; AHR act: 0; MEP2-GFP yeast: 104; RPL19A-GFP yeast: 96; LAP4 TOR yeast: 98; CR mimetic SO: 79

How did O=[N+]([O-])c1ccccc1S(=O)(=O)c1ccccc1 do in these assays?
proCasp3 act: -6; procasp7 counter: -4; JMJD2C inh: 2; AHR act: 2; MEP2-GFP yeast: 95; RPL19A-GFP yeast: 98; LAP4 TOR yeast: 79; CR mimetic SO: 110

How did Cc1ccc(-c2nnn(CC(=O)N(c3cccc(F)c3)C(C(=O)NC(C)(C)C)c3ccco3)n2)o1 (stereo unspecified) do in these assays?
proCasp3 act: 8; procasp7 counter: -10; JMJD2C inh: -1; AHR act: -1; MEP2-GFP yeast: 97; RPL19A-GFP yeast: 98; LAP4 TOR yeast: 102; CR mimetic SO: 101

What do the screens show for `CCN(CC)CCCNC(=O)c1cc2c(-c3cccc(OC)c3)nn(C)c2s1`?
proCasp3 act: 3; procasp7 counter: -8; JMJD2C inh: 7; AHR act: 13; MEP2-GFP yeast: 107; RPL19A-GFP yeast: 96; LAP4 TOR yeast: 103; CR mimetic SO: 73

What do the screens show for `CCC(=O)Nc1ccc(-c2csc(NNC(C)=O)n2)cc1`?
proCasp3 act: -5; procasp7 counter: -6; JMJD2C inh: 0; AHR act: 5; MEP2-GFP yeast: 109; RPL19A-GFP yeast: 104; LAP4 TOR yeast: 87; CR mimetic SO: 67

Results for COc1ccc(NS(=O)(=O)c2cccc(C(=O)NCC(c3ccc(OC)cc3)N3CCCC3)c2)cc1 (stereo unspecified) ?
proCasp3 act: 10; procasp7 counter: 6; JMJD2C inh: 2; AHR act: -1; MEP2-GFP yeast: 100; RPL19A-GFP yeast: 99; LAP4 TOR yeast: 104; CR mimetic SO: 119

What do the screens show for `Cc1c(Br)c(-c2n[nH]c(=S)n2Cc2ccco2)nn1C`?
proCasp3 act: -6; procasp7 counter: 2; JMJD2C inh: -3; AHR act: 3; MEP2-GFP yeast: 94; RPL19A-GFP yeast: 98; LAP4 TOR yeast: 102; CR mimetic SO: 89

How did O=C(NCc1cccnc1)c1ccc(NS(=O)(=O)c2ccc(F)cc2)cc1 do in these assays?
proCasp3 act: 6; procasp7 counter: 14; JMJD2C inh: 1; AHR act: -1; MEP2-GFP yeast: 90; RPL19A-GFP yeast: 92; LAP4 TOR yeast: 93; CR mimetic SO: 97

How did Cc1ccc(OCCNC(=O)c2cc(-n3cnnc3)ccc2Cl)cc1C do in these assays?
proCasp3 act: 6; procasp7 counter: -3; JMJD2C inh: -4; AHR act: 3; MEP2-GFP yeast: 101; RPL19A-GFP yeast: 101; LAP4 TOR yeast: 102; CR mimetic SO: 95
